PI4K2A block – inhibitors of human PI4K2A; activity change, negative = inhibition, % at 76.9 µM; hit rate 0.13% among 420,000; AID 1346378; purified PI4K2A, ADP-Glo luminescence, 1 h; active compounds read low; Q9BTU6; in the data active = activity change below about -50%; inconclusive = mostly about -30% to -49%;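 note: -100% = wells without enzyme as full effect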
Target sequence (Q9BTU6 whole entry, looked up): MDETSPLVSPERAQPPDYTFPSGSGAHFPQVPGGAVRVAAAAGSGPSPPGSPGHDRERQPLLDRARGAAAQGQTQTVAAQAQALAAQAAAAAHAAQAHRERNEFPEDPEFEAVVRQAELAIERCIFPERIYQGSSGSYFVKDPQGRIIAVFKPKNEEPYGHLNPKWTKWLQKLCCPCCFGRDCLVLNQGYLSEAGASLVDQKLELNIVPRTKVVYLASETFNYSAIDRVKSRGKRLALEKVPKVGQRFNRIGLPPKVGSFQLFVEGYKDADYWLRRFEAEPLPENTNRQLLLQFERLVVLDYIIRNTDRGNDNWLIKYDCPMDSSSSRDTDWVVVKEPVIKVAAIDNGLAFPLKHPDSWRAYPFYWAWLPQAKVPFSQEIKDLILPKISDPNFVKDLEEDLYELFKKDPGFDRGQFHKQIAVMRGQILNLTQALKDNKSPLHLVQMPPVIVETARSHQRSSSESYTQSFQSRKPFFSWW
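PI4K2A activity was measured by ADP-Glo luminescence: enzyme (4 ug/mL stock) and phosphatidylinositol (1.2 mM stock) in Tris pH 7.5/MgCl2/EGTA/Triton X-100 buffer were reacted with ATP (300 microM stock) for one hour at ambient temperature.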
Tb PGK inh – blocks T. brucei phosphoglycerate kinase; PGK/GAPDH coupled, Kinase-Glo luminescence, 60 min; hit rate 0.043% among 380,000; Potency, µM (top dose mostly 57.5 µM), for the others: top-dose activity change, negative = inhibition, hits mostly inhibitors; note: potency is the fitted concentration of half-maximal effect; % is set by controls: 0 for no effect and ±100 for the full control effect; nearly all actives have a fitted effect of over 60% in size
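Recombinant glycosomal PGK reaction used 1,3-bisphosphoglycerate generated in-well by GAPDH (100nM final) in 100mM TEA pH 7.6, 5mM MgCl2, 0.01% Tween-20. After 60 minutes at room temperature, ATP was read by Kinase-Glo Plus luminescence end-point.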
Pin1 inh – blocks the human prolyl isomerase Pin1; Q13526; AID 504891; Pin1 FP peptide displacement, HiFluor488, 10 min; hit rate 0.009% among 390,000; Potency, µM (highest dose often 115 µM), for inactives: at the top dose activity, negative = inhibition, hits mostly inhibitors; active = well fitted inhibition curve with a large enough effect in the polarisation, with a control signal flat, not every such curve was filed as active; inconclusive = small, poorly fitted or top-dose-only effect, or effect the other way, or a change in a side signal; inactive = no such curve, though single readings can be large or run the other way; the % refers to the polarisation; note: potency is the fitted concentration of half-maximal effect; % is set by controls: 0 for no effect and ±100 for the full control effect
Pol eta inh – DNA polymerase eta (human) inhibition; recombinant Pol eta, fluorescent DNA replication assay; Potency, µM (series often up to 114 µM), inactives show at the highest dose activity change, negative = inhibition, hits mostly inhibitors; hit rate 1.2% among 390,000; AID 588591; note: potency is the fitted concentration of half-maximal effect; % is set by controls: 0 for no effect and ±100 for the full control effect
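Pol eta at 10 nM preincubated with compounds 15 min at room temperature; reaction started with fluorescent substrate (50 nM final) and read kinetically at 0 and 10 min.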
G9a inh – blocks human histone lysine methyltransferase G9a; hit rate 8.8% among 350,000; G9a H3K9 monomethylation, AlphaScreen, 2 h; Potency, µM (highest dose often 102 µM), inactives show top-dose activity, negative = inhibition, actives largely listed as inhibitors; Q96KQ7; note: potency is the fitted concentration of half-maximal effect; % is set by controls: 0 for no effect and ±100 for the full control effect; nearly all actives have a fitted effect of over 75% in size
Target sequence (Q96KQ7 913-1193 limits assumed): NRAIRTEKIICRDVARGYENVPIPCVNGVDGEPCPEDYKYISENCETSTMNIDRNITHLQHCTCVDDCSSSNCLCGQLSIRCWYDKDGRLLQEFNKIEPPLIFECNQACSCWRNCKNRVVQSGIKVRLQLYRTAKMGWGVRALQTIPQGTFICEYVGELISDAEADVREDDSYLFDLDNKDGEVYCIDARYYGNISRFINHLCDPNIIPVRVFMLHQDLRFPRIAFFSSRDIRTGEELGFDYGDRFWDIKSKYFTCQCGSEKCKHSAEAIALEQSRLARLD
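Enzyme 20 nM + cpd, 15 min RT; add b-H3K9 pep 500 nM / SAM 20 uM; 2 h RT; anti-H3K9me1 Ab 0.5 ug/mL + SA donor / anti-rabbit acceptor beads 20 ug/mL each, 10 min; AlphaScreen read.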
GLS inhibitor – blocks human kidney-isoform glutaminase activity. GLS enzymatic activity, qHTS titration. Potency, µM (titrated, usually from 45.5 µM), without a hit: at the top dose activity change, negative = inhibition, actives largely listed as inhibitors. O94925. hit rate 0.21% among 410,000; note: potency is the fitted concentration of half-maximal effect; % is set by controls: 0 for no effect and ±100 for the full control effect
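Human kidney-isoform GLS in 45 mM KH2PO4 pH 8.2, 0.02% Tween-20, with compound, started with 1mM L-Glutamine (added stock). Glutamate oxidase/HRP/Amplex red coupled fluorescence read at start and after 30 min at RT.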
JMJD2A Tudor inh – blocks the human JMJD2A Tudor domain | O75164 | AlphaScreen JMJD2A-Tudor / H3K4me3 peptide binding | Potency, µM (highest dose often 114 µM), for the others: at the highest dose activity change, negative = inhibition, actives largely listed as inhibitors | hit rate 4.4% among 390,000 | AID 504339; note: potency is the fitted concentration of half-maximal effect; % is set by controls: 0 for no effect and ±100 for the full control effect; nearly all actives have a fitted effect of over 50% in size
BAZ2B inh – blocks human BAZ2B. Q9UIF8. AlphaScreen BAZ2B-H3K14Ac peptide displacement. Potency, µM (series often up to 114 µM), for inactives: top-dose activity change, negative = inhibition, hits mostly inhibitors. hit rate 4.4% among 360,000. AID 504333; note: potency is the fitted concentration of half-maximal effect; % is set by controls: 0 for no effect and ±100 for the full control effect; nearly all actives have a fitted effect of over 60% in size
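AlphaScreen displacement of biotin-H3(5-23)K14Ac peptide (50 nM final) from BAZ2B (50 nM final) in PBS pH 7.4, 0.01% Tween-20; complex preformed 30 min RT, then compounds (top 110 uM) 30 min RT, beads 20 min dark.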
HP1b chromo inh – blocks HP1-beta chromodomain binding to methylated histone tails; P83916; AlphaScreen HP1-beta / biotin-H3K9me3 peptide binding; Potency, µM (top dose mostly 114 µM), for the others: at the highest dose activity change, negative = inhibition, hits mostly inhibitors; hit rate 0.56% among 390,000; note: potency is the fitted concentration of half-maximal effect; nearly all actives have a fitted effect of over 70% in size; inactives centre near 23
Target sequence (P83916 whole entry, looked up): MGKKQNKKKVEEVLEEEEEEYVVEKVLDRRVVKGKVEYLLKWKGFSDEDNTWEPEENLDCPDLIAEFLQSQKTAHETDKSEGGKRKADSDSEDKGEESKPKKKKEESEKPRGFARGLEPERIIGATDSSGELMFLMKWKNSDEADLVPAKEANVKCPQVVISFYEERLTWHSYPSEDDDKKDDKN
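AlphaScreen: HP1-beta (50 nM) preformed 30 min with biotin-H3(1-18)K9me3 peptide (50 nM) in PBS pH 7.4, 0.01% Tween-20. Compound added for 30 min at RT, then streptavidin donor/nickel chelate acceptor beads (10 ug/mL) for 30 min.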
The depositor's hits bear a star; i = inactive; ? = inconclusive; / = no result given; & = joins results of further samples; [ ] = another dose, or the depositor's remark. Unless noted, calls come from the whole dose curve; as a rule, active = well fitted curve in the direction sought with a large enough effect; inconclusive = small, poorly fitted or top-dose-only effect, or another doubt; inactive = no such curve, though single readings can be large; an effect the other way counts as inactive or inconclusive.

(1) CCc1ccc(NC(=S)N(CCN(C)C)C(C)c2ccncc2)cc1 (stereo not given)
(2) COC(=O)c1c(NC(=O)C(C)(C)C)sc2c1CCN(Cc1ccccc1)C2
(3) CC(=O)N(Cc1cc2cc(C)c(C)cc2n2nnnc12)CC1COCCO1 (stereo not given)
(4) COc1cccc(-c2ccc3c(N)c(C(=O)NCc4ccc(Cl)cc4)sc3n2)c1
(5) Cc1ncc(CN2CCCC(C(=O)Nc3ccc(-c4ccco4)cc3)C2)cn1 (stereo not given)
(6) CCN(CC)S(=O)(=O)c1cccc(NC(=O)CNC2CCCCCC2)c1
(7) CCCN(CCC)CCCNC(=O)c1cn(CC)c2ccc(S(=O)(=O)N(C)C3CCCCC3)cc2c1=O
(8) COc1ccc(-c2cc3ccccc3oc2=O)cc1NC(=O)c1ccc(Br)o1

screen / no.	1	2	3	4	5	6	7	8
PI4K2A block	4	-1	3	0	-13	0	1&-2	2
Tb PGK inh	-7%	-2%	-5%	-9%	-10%	i	0%&-6%	1%
Pin1 inh	-4%	-4%	-1%	?	?	-3%	-10%&-3%	?
Pol eta inh	-18%	-11%	-7%	-17%	?	-15%	-17%&-26%	11µM*
G9a inh	?	/	-1%[59 µM]	27%[59 µM]	10%[0.501 µM]	35µM*	26%	?
GLS inhibitor	12%	17%	8%	-11%	1%	5%	-2%&6%	-1%
JMJD2A Tudor inh	-8%	-26%	-22%	13%	-24%	50µM*	4%&-19%	-16%
BAZ2B inh	-32%	-11%	-5%	10%	79µM*	79µM*	-7%	2%
HP1b chromo inh	21%	17%	1%	39%[activator]	14%[57 µM]	2%	44%&14%[activator]	51%

(9) CCCC1=[N+](CC(C)=O)CCn2c(C)ccc21
(10) CC(C)(C)NC(=O)COc1ccc(-c2ccccc2)cc1
(11) CCCc1cc(=O)[nH]c(SCc2ccc(C#N)cc2)n1
(12) CCOc1ccc(Br)cc1S(=O)(=O)N1CCC(C(=O)O)CC1
(13) S=C(c1ccc(-c2cc(Cl)ccc2Cl)o1)N1CCOCC1
(14) Cc1ccc(S(=O)(=O)N2CCCC2CNC(=O)C(=O)Nc2ccc(F)cc2F)cc1 (stereo not given)
(15) COc1ccc(/C=C2\SC(=O)N(CCC(=O)Nc3ccc(S(=O)(=O)Nc4nccs4)cc3)C2=O)cc1
(16) O=C(Nc1ccc(Cl)cc1C(=O)NCCN1CCOCC1)c1ccc(Cl)cc1Cl

screen / no.	9	10	11	12	13	14	15	16
PI4K2A block	-5	-5	-2	1	-7	-1	2	-5
Tb PGK inh	i	-5%	-6%	-6%	-6%	-7%	0%	-8%
Pin1 inh	1%	0%	-2%	-2%	-4%	-3%	?	1%
Pol eta inh	-13%	-14%	-12%	-21%	-14%	-30%	-15%	-13%
G9a inh	32µM*	34%[59 µM]	7%[59 µM]	16%[59 µM]	8.9µM*	11%[0.501 µM]	-4%[59 µM]	5%[59 µM]
GLS inhibitor	1%	2%	-3%	1%	4%	-5%	-13%	1%
JMJD2A Tudor inh	-35%	-7%	2%	-10%	?	-8%	3%	-8%
BAZ2B inh	-28%	4%	-2%	-29%	35µM*	11%	-9%	-3%
HP1b chromo inh	44%[activator]	21%	24%	8%	18µM*	36%	27%	5%

(17) COC(=O)c1ccccc1NC(=O)Cn1nnc2sc(-c3ccccc3)cc2c1=O
(18) COc1ccc(NC(=O)CCCN2C(=O)C3CC=CCC3C2=O)cc1 (stereo not given)
(19) COc1ccc(C2=C(N3CCN(c4cc(Cl)ccc4C)CC3)c3ccccc3C2=O)cc1
(20) COc1ccc(-n2nnnc2-c2cccc(OC)c2)cc1
(21) Cc1nc(NC(C)(C)CO)c([N+](=O)[O-])cc1[N+](=O)[O-]
(22) COc1ccc(N(C)C(=O)NCc2noc3ccc(C)cc23)c(OC)c1
(23) COc1ccc(-n2nc(C(=O)NCC(=O)NC3CCCC(C)C3C)c3ccccc3c2=O)cc1 (stereo not given)
(24) Clc1ccc(COc2ccccn2)cc1Cl

screen / no.	17	18	19	20	21	22	23	24
PI4K2A block	4	-3	-1	-5	0	-2	0	12
Tb PGK inh	/	-7%	-7%	4%	i	-6%	i	4%
Pin1 inh	12%	-1%	4%	0%	2%	2%	-1%	0%
Pol eta inh	/	-3%	-19%	-9%	-15%	-18%	-24%	-9%
G9a inh	-3%[59 µM]	9%	3.5µM*	-12%[59 µM]	13%[59 µM]	20%[59 µM]	3%	13%
GLS inhibitor	-10%	0%	-9%	13%	0%	-1%	5%	6%
JMJD2A Tudor inh	-7%	-3%	6.3µM*	17%	?	6%	-9%	10%
BAZ2B inh	-22%	-14%	2.8µM*	4%	-3%	-26%	4%	-1%[57.1 µM]
HP1b chromo inh	30%	34%	?	56%[activator]	40%[activator]	56%[activator]	17%	27%

(25) COc1ccc(CNC(=O)CN2N=C(c3ccc(Cl)cc3)CCC2=O)cc1
(26) CCOc1ccccc1-n1nnnc1SCC(=O)NC(=O)NCc1ccco1
(27) O=C(OCCc1cc2ccccc2c(=O)o1)c1cccs1
(28) O=C(Nc1ccccc1)NC1CCCCC1
(29) CCOc1ccc(C2C(C(C)=O)=C(O)C(=O)N2CCc2c[nH]c3ccccc23)cc1 (stereo not given)
(30) C/C(=N/NC(N)=S)c1cc2ccc(O)cc2oc1=O
(31) CCN(CC)c1nc(-c2ccccc2)nc2c1sc(=S)n2CC
(32) Cc1cccc(NC(=O)c2ccc3c(c2)CCN3S(=O)(=O)c2ccccc2)c1C

screen / no.	25	26	27	28	29	30	31	32
PI4K2A block	-1	-12	7	3	3	0	1	2
Tb PGK inh	-7%	-11%	i	-1%	-4%	?	6%	2%
Pin1 inh	-7%	?	3%	0%	0%	?	8%	23%
Pol eta inh	-21%	?	-13%	-9%	-18%	-15%	-6%	-11%
G9a inh	-15%[59 µM]	79µM*	2%[0.501 µM]	10%[59 µM]	/	/	-4%[59 µM]	6%[59 µM]
GLS inhibitor	-4%	?	-11%	-11%	53%[activator]	12%	5%	6%
JMJD2A Tudor inh	-11%	?	31%	3%	-27%	?	1%	-9%
BAZ2B inh	-2%	50µM*	50%[activator]	10%	?	?	-30%	0%
HP1b chromo inh	19%	-1%	77%[activator]	36%	16%	?	21%	21%

Reprinted at random: 6 compounds from above, in no set order.
(32) Cc1cccc(NC(=O)c2ccc3c(c2)CCN3S(=O)(=O)c2ccccc2)c1C
(27) O=C(OCCc1cc2ccccc2c(=O)o1)c1cccs1
(29) CCOc1ccc(C2C(C(C)=O)=C(O)C(=O)N2CCc2c[nH]c3ccccc23)cc1 (stereo not given)
(26) CCOc1ccccc1-n1nnnc1SCC(=O)NC(=O)NCc1ccco1
(28) O=C(Nc1ccccc1)NC1CCCCC1
(31) CCN(CC)c1nc(-c2ccccc2)nc2c1sc(=S)n2CC

screen / no.	32	27	29	26	28	31
PI4K2A block	2	7	3	-12	3	1
Tb PGK inh	2%	i	-4%	-11%	-1%	6%
Pin1 inh	23%	3%	0%	?	0%	8%
Pol eta inh	-11%	-13%	-18%	?	-9%	-6%
G9a inh	6%[59 µM]	2%[0.501 µM]	/	79µM*	10%[59 µM]	-4%[59 µM]
GLS inhibitor	6%	-11%	53%[activator]	?	-11%	5%
JMJD2A Tudor inh	-9%	31%	-27%	?	3%	1%
BAZ2B inh	0%	50%[activator]	?	50µM*	10%	-30%
HP1b chromo inh	21%	77%[activator]	16%	-1%	36%	21%

(listing goes on)
(33) Cc1cccc(S(=O)(=O)N(C)C[C@H]2OCc3cnnn3CCCC(=O)N([C@@H](C)CO)C[C@H]2C)c1
(34) NC(=O)c1cccnc1Nc1cccc([N+](=O)[O-])c1
(35) CCCn1c(=O)n(C)c(=O)c2c(SCC(=O)NCC(c3ccccc3)N(C)C)nc(CC(C)C)nc21 (stereo not given)
(36) CCOC(=O)C1CCCN(C(=O)c2ccccc2Oc2ccccc2)C1 (stereo not given)
(37) CCCn1c(SCC(=O)N2CCc3ccccc3C2)nc2c1c(=O)n(C)c(=O)n2C
(38) CCCCOC(=O)c1ccc(OC(=O)c2sc3ncn(Cc4ccccc4Cl)c(=O)c3c2C)cc1
(39) Cn1ncc(Cl)c1C(=O)N1CCN(c2ccc(Cl)c(Cl)c2)CC1
(40) CC(C)c1ccc(NC(=O)c2cnc3sc(N4CCOCC4)nn3c2=O)cc1

screen / no.	33	34	35	36	37	38	39	40
PI4K2A block	-4	1	-3	1	4	-5	-5	2
Tb PGK inh	4%	i	-9%	22%	0%	-8%	i	9%
Pin1 inh	/	2%	-4%	-1%	0%	-9%	1%	-2%
Pol eta inh	-6%	-1%	-24%	-11%	-12%	0%	-16%	-11%
G9a inh	/	-1%	/	11%	-5%[12.7 µM]	1%[59 µM]	13%	24%[59 µM]
GLS inhibitor	2%	-6%	3%	18%	-8%	-1%	-3%	1%
JMJD2A Tudor inh	/	-23%	-31%	-3%	-13%	-2%	-10%	-12%
BAZ2B inh	/	-19%	-17%	17%	6%	2%	-20%	-10%
HP1b chromo inh	/	-9%	1%	20%	6%	11%	12%	-10%

The list is partial, so the mix of outcomes need not match the whole.
